High-throughput results as filed in PubChem BioAssay.
mcGAS lum: inhibitors of mouse cGAS; Q8C6L5; recombinant cGAS, Kinase-Glo ATP depletion luminescence; inhibition, % at 12.5 µM; 160,000 tested, 0.15% active; AID 1259399;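 note: 0% = negative control wells and 100% = reference inhibitor with no enzyme activity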
hcGAS lum: inhibitors of human cGAS. inhibition, % at 12.5 µM. 290,000 tested, 0.081% active. recombinant h-cGAS, ATP depletion, Kinase-Glo luminescence. AID 1259398. Q8N884;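 note: 0% = vehicle reaction and 100% = reaction without DNA for no activity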
Target sequence (Q8N884 whole entry, looked up): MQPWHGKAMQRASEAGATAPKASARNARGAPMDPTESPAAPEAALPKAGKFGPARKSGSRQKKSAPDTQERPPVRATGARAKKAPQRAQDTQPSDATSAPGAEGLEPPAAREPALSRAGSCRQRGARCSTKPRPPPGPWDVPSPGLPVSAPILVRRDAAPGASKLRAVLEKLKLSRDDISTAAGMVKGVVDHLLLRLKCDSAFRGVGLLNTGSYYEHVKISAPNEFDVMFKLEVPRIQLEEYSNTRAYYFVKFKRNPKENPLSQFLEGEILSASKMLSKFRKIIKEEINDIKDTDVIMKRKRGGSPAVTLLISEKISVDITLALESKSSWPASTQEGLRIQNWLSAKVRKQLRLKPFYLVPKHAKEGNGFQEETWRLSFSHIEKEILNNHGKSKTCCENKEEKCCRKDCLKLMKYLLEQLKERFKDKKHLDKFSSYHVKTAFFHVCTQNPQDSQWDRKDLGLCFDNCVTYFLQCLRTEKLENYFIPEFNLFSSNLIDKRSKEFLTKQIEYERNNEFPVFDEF
NPYLR7 ag: mosquito NPYLR7 agonism. activation, % at 10 µM. AID 1259423. 270,000 tested, 0.15% active. HEK293T NPYLR7/Galpha15, GCaMP6s calcium fluorescence; in the data active = activation above about 40%;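 note: 0% = vehicle and 100% = reference agonist at the receptor; some compounds past the cut are filed as inactive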
Starred values were filed as active, the others as inactive; . = no result given. Cut-off read from the data, not from the text of the source, unless noted: active = inhibition above about 40%; inactive = the rest.

The first 3 entries (preview)
SMILES	NPYLR7 ag	mcGAS lum	hcGAS lum
O=C(C(Cl)Cl)N1CCC(Cc2ccc(F)cc2)CC1	3.8	-6.1	-7.4
CC(NC(=O)c1cc(N)ccc1N1CCCC1)c1ccccc1 (stereo not drawn)	-0.8	-6.2	-6.1
CCCn1cc(C(=O)N2CCNCC2C(=O)N2CCOCC2)c(C)n1 (stereo not drawn)	10.6	.	-4.9

The listing (from the top)
SMILES	NPYLR7 ag	mcGAS lum	hcGAS lum
O=C(C(Cl)Cl)N1CCC(Cc2ccc(F)cc2)CC1	3.8	-6.1	-7.4
CC(NC(=O)c1cc(N)ccc1N1CCCC1)c1ccccc1 (stereo not drawn)	-0.8	-6.2	-6.1
CCCn1cc(C(=O)N2CCNCC2C(=O)N2CCOCC2)c(C)n1 (stereo not drawn)	10.6	.	-4.9
COc1ccc(OC)c(NC(=NS(=O)(=O)c2ccc(C)cc2)Nc2nc(C)cc(C)n2)c1	-1.1	.	3.5
Cc1cc2oc(=O)cc(CSc3nncs3)c2cc1C(C)C	-0.8	-8.7	-7.1
O=C(CN1CCC2(CC1)c1ccccc1CC2O)N1CCOc2ccccc21 (stereo not drawn)	2.7	-8.0	-3.8
CNC(=O)C(C)S(=O)(=O)Cc1nnnn1Cc1ccccc1 (stereo not drawn)	6.0	.	-11.4
CC[C@@H](C(=O)C(C)[C@@H](O)[C@H](C)CCc1ccc(C)c(O)c1C(=O)O)C1OC(CC)(C2CC[C@](O)(CC)[C@H](C)O2)C[C@@H]1C (stereo partly drawn)	-13.1	.	-1.9
Cc1nc(-c2cccnc2)[nH]c(=O)c1CC(=O)NCC#Cc1ccccc1	13.8	-14.0	-4.8
COCc1c(Br)c(C)nc(OCC(=O)N/N=C\c2cc(Br)c(OC)cc2OC)c1C#N	20.0	-6.2	-7.7
CCOC(=O)C1(C)CCCCN1C(=O)c1ccco1 (stereo not drawn)	-1.8	.	-10.7
c1csc(CCNc2nnc(SC3CCCC3)s2)c1	0.6	.	-8.2
CCN=c1scc(-c2ccc(OC)cc2OC)n1/N=C1\CC(C)CC(C)(C)C1 (stereo not drawn)	2.8	.	-6.3
CCCc1cnc(-c2ccc(C)c3ncccc23)nc1	5.4	-18.1	-4.1
CCOC(=O)N1CCC(N2CCN(CC3CCCCC3)C(CCO)C2)CC1 (stereo not drawn)	10.5	.	-9.6
CCCCCCn1c(SCc2cc(=O)n(C)c(=O)n2C)nc2ccccc2c1=O	6.7	-8.8	-6.2
O=C(Nc1ccc(Cl)c(-c2nc3ccccc3o2)c1)c1ccc(F)cc1	.	-10.4	-5.7
CCCC(=O)Nc1c(C)nc2ccc(C)cn2c1=O	-0.9	.	-6.8
O=C1CCCN1c1ccc(CN2C(=O)c3cc(Br)ccc3S2(=O)=O)cc1	4.0	.	4.5
CC(C)Cc1ccc(CN2CCCC(NC(=O)CCc3ccncc3)C2)cc1 (stereo not drawn)	16.4	-11.8	-9.6
CC(C)Sc1ccc(C(C)NC(=O)C2CCOC2)cc1 (stereo not drawn)	2.6	.	-7.0
O=C1CCc2cc(-c3cccc4ccnn34)ccc21	11.3	.	-7.0
CCCCC(CC)C(=O)Nc1ccc(-n2nc(OC(C)C)nc2-c2cccc(F)c2)cc1 (stereo not drawn)	-3.4	1.7	2.8
CC1C(=O)N(c2ccc(Cl)cc2)CCN1C(=O)c1cccc(Br)c1 (stereo not drawn)	-3.9	-3.5	-5.1
CCOC(=O)c1ccccc1NC(=O)CSc1nc2c(-c3ccccc3)c[nH]c2c(=O)n1C1CC1	1.6	-8.3	-5.8
O=C(Cn1cnc2c(nnn2-c2ccc(F)cc2)c1=O)N1CCCC1	2.8	.	6.6
COCc1c(Br)c(C)nc(OCC(=O)N/N=C\c2cc3c(cc2[N+](=O)[O-])OCO3)c1C#N	16.2	-6.1	-6.3
CCCc1ccccc1NC(N)=S	2.7	.	-3.8
O=C(N1CCOCC1)N1CCN(c2nc3ccccc3nc2-c2ccccc2)CC1	.	-10.6	-3.0
CCc1cccc2c(C(CC(=O)N3CCN(Cc4ccccc4)CC3)c3ccc(Cl)cc3)c[nH]c12 (stereo not drawn)	.	8.6	-6.6
Cc1ccc(CN(C(=O)c2ccc3c(c2)ncn3CCO)C2CCCC2)s1	11.0	.	-2.5
COc1ccccc1OCCN1CCC(C(=O)NC(c2ccc(Cl)cc2)c2ccccn2)CC1 (stereo not drawn)	2.0	.	0.9

One compound at a time, as listed above:
COc1ccccc1OCCN1CCC(C(=O)NC(c2ccc(Cl)cc2)c2ccccn2)CC1 (stereo not drawn) in the list: NPYLR7 ag = 2.0; mcGAS lum = .; hcGAS lum = 0.9
O=C(N1CCOCC1)N1CCN(c2nc3ccccc3nc2-c2ccccc2)CC1 in the list: NPYLR7 ag = .; mcGAS lum = -10.6; hcGAS lum = -3.0

(more compounds)
SMILES	NPYLR7 ag	mcGAS lum	hcGAS lum
CCN(CC)c1ccc(CN2CCCn3cccc3C2c2cc(F)ccc2F)cc1 (stereo not drawn)	2.4	-4.9	-6.7
CCn1nnc2c(N(C)Cc3ccccc3)ncnc21	8.6	.	-11.9
COc1cc(CN2CCc3c(cc(-c4ccc(F)c(C)c4)c(=O)n3C)C2)cc2c1OCO2	20.7	-4.8	-4.3
CCC(CC)C(=O)N(C)c1c(C)nc2ccc(C(=O)NCCCN3CCCC3=O)cn12	14.9	-4.1	-6.8
C/C(=C/C(=O)N(CCC#N)CCC#N)c1ccccc1Cl	1.6	.	-13.5
COc1cccc(Cc2nsc(N(CC(=O)Nc3ccc(C)c(C)c3)Cc3ccccc3)n2)c1	22.0	-1.7	6.4
COc1ccccc1C(NC(=O)C1CCN(CCCc2ccccc2)CC1)c1ccccn1 (stereo not drawn)	-10.0	-2.4	-5.1
Cc1cc2nc(N(CCCN3CCOCC3)C(=O)c3ccc(S(C)(=O)=O)cc3)sc2cc1C	-4.2	-2.8	1.2
COc1ccccc1OCC(=O)N(C)Cc1cn[nH]c1-c1ccc(F)cc1	6.9	-8.6	-2.7
CCOC(=O)c1cc(-c2ccc(CC)cc2)n(-c2ccc(C(=O)NCc3cccs3)cc2)n1	6.4	-6.6	-5.6
c1ccc(OCCn2c3ccccc3c3nc4ccccc4nc32)cc1	-0.5	.	-7.1
Cc1cc(NC(=O)C2(C)CCN2C(=O)c2ccc(C(C)(C)C)cc2)no1 (stereo not drawn)	9.6	-4.0	-8.3
Cc1nc2n(n1)C(=O)C(C(c1cccc(Br)c1)N1CCC(C(N)=O)CC1)S2 (stereo not drawn)	-7.1	-8.4	-5.3
CCOC(=O)N1CCC(NCCC(=O)N2CCc3ccccc3C2)CC1	5.0	-12.2	0.6
O=C(Cc1ccccc1)OCC(=O)N1CCc2ccccc21	0.7	.	-10.0
Cc1ccnc(SCCn2c(N3CCOCC3)nc3c2c(=O)[nH]c(=O)n3C)n1	5.5	.	1.5
COc1ccccc1CNC(=O)C1CCN(c2ncnc3c2sc2ncccc23)CC1	-1.4	-8.8	-6.5
CCOc1ccc2ccccc2c1C(=O)N1CCN(c2ncnc3c2nnn3C)CC1	1.3	.	-3.8
CCC1COCCN1C(=O)NC1CCCCC1n1cccn1 (stereo not drawn)	-17.5	.	0.0
Cc1ccc(OCC(=O)N2CC(C(N)=O)Oc3ccccc32)c(C)c1 (stereo not drawn)	-0.2	.	-4.4
Oc1c(Cl)cc(Cl)cc1C=NNc1nc2ccccc2s1	5.2	.	-6.6
Cc1nn(-c2ccccc2)c2nc(Cc3ccccc3)nc(N3CCN(C(=O)c4cccc(Br)c4)CC3)c12	-4.6	0.1	3.1
CCn1c(C2CCN(C(=O)c3cc4c(C)cccc4n3C)CC2)n[nH]c1=O	10.8	-10.7	-2.9
Cc1ccc(-c2ccc(N)nc2)c2cccnc12	2.4	-17.4	1.6
Cc1ccc(S(=O)(=O)N2CCN(C(=O)c3cn[nH]c3C)CC2)cc1	-3.3	-8.7	-4.9
CCn1cc2nc(OC)c(CNC(=O)Cc3cc(C)no3)cc2c1O	5.6	-15.9	-6.5
CCCCn1c(=N)n(CC(O)c2ccc(OC)cc2)c2ccccc21 (stereo not drawn)	0.9	-1.2	2.9
CC1Oc2ccc(-c3cccc(F)c3)cc2N(CCO)C1=O (stereo not drawn)	5.6	.	3.7
Cc1cn2c3c(=O)[nH]c(=O)n(C)c3nc2n1-c1ccc(Cl)cc1	4.7	.	-0.2
Cn1cc(NC(=O)C2(c3cccc(Cl)c3)CCC2)cn1	-0.3	.	-14.1
Cc1ccccc1C(=O)NC(C(=O)N1CCCC1)C1CCN(C(=O)c2ccc(Cl)cc2)CC1 (stereo not drawn)	16.0	-8.4	-9.4
C=CCNCc1nccn1Cc1cc(C)ccc1C	10.4	-5.4	-4.2
CCOCCCN(CC(=O)N(Cc1cccn1Cc1ccccc1)C1CCCCC1)C(=O)C1CC1	-5.7	-6.7	-9.2
O=C(NCC1CC1)[C@@]1(OCc2ccc(F)cc2)CC(OCc2cccc(F)c2F)[C@H](O)[C@H](O)C1 (stereo partly drawn)	-2.1	3.9	4.0
COCCN(Cc1cnn(C)c1)C(=O)c1c(F)ccc(OC)c1F	2.7	.	-6.1
Cc1ccc(C)c(NC(=O)COc2coc(CN3c4ccccc4CC3C)cc2=O)c1 (stereo not drawn)	1.7	-6.8	-6.5
CC1(C)C(=O)[C@@H]2C[C@@]3(O)C4=CC(=O)O[C@@H](c5ccoc5)[C@]4(C)CCC3[C@@](C)(C2=O)[C@H]1CC(=O)O (stereo partly drawn)	.	-0.8	2.4
O=C(c1cc2n(n1)CCN(C(=O)C1COCCO1)C2)N1CCCC1 (stereo not drawn)	1.4	.	4.6
COc1ccc(-c2cn3c(C(=O)N4C[C@H]5CC[C@@H](C4)N5)csc3n2)cc1F	0.6	-7.4	3.4
CCOC(=O)c1c(C)oc(N)c1C#N	0.5	.	-3.0
COc1ccc(OC)c(C2CCCN2Cc2cc(C#N)ccc2F)c1 (stereo not drawn)	9.1	.	-9.1
Fc1ccc(-n2c(-c3ccncc3)n[nH]c2=S)cc1	3.2	.	-6.2
COc1cccc(C(=O)N2CCC(Cc3nncn3C)CC2)c1OC	7.5	.	-0.1
COCc1nc(N2C[C@@H](C)O[C@@H](C)C2)c2cnn(C)c2n1	-1.0	0.4	7.2
CCOC(=O)c1csc(CN(CCCOC)C(=O)Nc2cccc(C#N)c2)n1	17.6	-5.1	-2.9
CC1CN(c2cc(Cl)nc(SCC(=O)NC3CCN(Cc4ccccc4)CC3)n2)CCN1C(=O)c1ccc(F)cc1 (stereo not drawn)	5.0	-4.1	-3.3
Cc1[nH]c(=O)c(C#N)c(C)c1CCc1nc(-c2ccccn2)no1	-0.3	.	-2.6
Cc1ccc(S(=O)(=O)NC(=O)c2ccccc2)cc1C(C)C	-17.4	.	-10.1
CC(C)CC1c2[nH]c3ccccc3c2CCN1Cc1cccnc1 (stereo not drawn)	9.7	.	-8.1
CNC(=O)[C@@H]1C[C@H](N)CN1C(=O)c1cc(-c2ccccc2)nc2ccccc12	4.1	.	-4.5
CN(CCc1ccccn1)C(=O)c1cc(CN2CCOCC2)on1	-3.4	.	-4.9
CSc1ccccc1NC(=O)CN(C)C(C)C(=O)Nc1cccc(C#N)c1 (stereo not drawn)	-0.7	-15.6	-10.1
Cc1cc(C)n2nc(SCc3cc(=O)n4cc(Br)ccc4n3)nc2n1	20.6	.	-1.5
CC(C)C(C)NC(=O)c1cc(-c2ccccc2F)nc2cc(-c3ccccc3)nn12 (stereo not drawn)	14.8	-6.1	-6.6
CC1CCC2(CC1)NC(=O)N(C(C)C(=O)N1CCc3ccccc3C1)C2=O (stereo not drawn)	-0.7	-6.2	0.4
O=S(=O)(/C=C/c1ccccc1)NCCSCc1ccccc1	1.1	.	4.2

More entries
SMILES	NPYLR7 ag	mcGAS lum	hcGAS lum
COc1cc(OC)cc(C(=O)Nc2nc3c(Cl)c(Cl)ccc3s2)c1	18.2	-2.5	-5.9
Clc1ccc(C=NN2CCN(Cc3ccc(Cl)cc3)CC2)cc1	-2.9	-6.1	-4.1
Cc1c(Cl)c(C(F)(F)F)nn1CC(=O)Nc1ccc(F)cc1F	-7.0	3.1	1.8
Cc1cccc(C(C2Sc3nc(C)nn3C2=O)N2CCC(C(N)=O)CC2)c1 (stereo not drawn)	-5.8	-7.8	-7.7
CCOC(=O)N1CCC(NC(=O)C2CC23CCN(C(=O)CCC(=O)c2ccc(F)cc2)CC3)CC1 (stereo not drawn)	16.8	-10.5	-8.9
